# Assay outcomes (PubChem)
# Ecoli tolC – growth inhibitors of E. coli BW25113 tolC mutant; growth inhibition, % at 10 µM (by protocol); OD615; actives 2.2% (n = 65,000);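 active = growth inhibition at or above a cutoff equal to the mean over every tested compound plus 3 SD, cut at about 60% in these data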;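 also: growth measured after 20 h incubation at 37 °C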
#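 signal = optical density read at 615 nm | test system = E. coli ΔtolC::kan strain BW25113 | timing = 20 h compound exposure of bacteria at 37 °C | buffer or medium = LB medium plus 50 µg/mL kanamycin | compound dosing = 10 µM final, single dose | evaluation = % inhibition of E. coli growth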
# HTR1A agonist – 5-HT1a (human) receptor agonism | P08908 | CHO 5-HT1a Ga15 NFAT-bla reporter, FRET ratio; 0% basal, 100% maximal reference agonist | activation, % at 10 µM | actives 0.56% (n = 65,000);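 active = activation above the screen-wide mean activation plus 3 SD, cut at about 19% in these data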;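 also: 0% = DMSO wells and 100% = 5-CT at EC100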
# HTR1E antagonist – antagonists of human 5-HT1E serotonin receptor | AID 571 | actives 0.99% (n = 65,000) | inhibition, % at 6 µM | CHO 5-HT1E Ga15 NFAT-bla reporter, FRET, antagonist;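 active = inhibition above a set limit, the mean inhibition across every tested compound plus 3 SD, cut at about 29% in these data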;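 also: signal is the 460 over 535 nm emission ratio of beta-lactamase substrate; 0% = agonist plus DMSO wells and 100% = wells without agonist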
# Target sequence (P28566 whole entry, looked up): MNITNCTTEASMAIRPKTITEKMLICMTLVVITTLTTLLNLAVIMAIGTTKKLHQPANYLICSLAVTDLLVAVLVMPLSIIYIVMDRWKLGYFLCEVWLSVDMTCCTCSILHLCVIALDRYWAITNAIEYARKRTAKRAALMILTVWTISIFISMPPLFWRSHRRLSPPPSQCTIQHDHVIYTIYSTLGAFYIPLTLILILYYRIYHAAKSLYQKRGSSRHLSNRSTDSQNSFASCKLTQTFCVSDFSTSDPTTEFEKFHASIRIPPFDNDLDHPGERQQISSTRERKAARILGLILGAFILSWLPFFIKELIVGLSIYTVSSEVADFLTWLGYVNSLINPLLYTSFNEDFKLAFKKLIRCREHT
# RORA act – activates the human nuclear receptor RORA; P35398; CHO-K1 Gal4-RORA LBD luciferase reporter, luminescence; percent increase over mock-subtracted basal signal; activation, % at 10 µM; actives 1.5% (n = 65,000); AID 560;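 active = activation above the mean of all tested compounds plus 3 SD, cut at about 49% in these data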;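 also: 0% = DMSO-treated RORA cells and 100% = added signal equal to DMSO minus mock-transfected cells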
# Target sequence (P35398 whole entry, looked up, the tested form may be a part): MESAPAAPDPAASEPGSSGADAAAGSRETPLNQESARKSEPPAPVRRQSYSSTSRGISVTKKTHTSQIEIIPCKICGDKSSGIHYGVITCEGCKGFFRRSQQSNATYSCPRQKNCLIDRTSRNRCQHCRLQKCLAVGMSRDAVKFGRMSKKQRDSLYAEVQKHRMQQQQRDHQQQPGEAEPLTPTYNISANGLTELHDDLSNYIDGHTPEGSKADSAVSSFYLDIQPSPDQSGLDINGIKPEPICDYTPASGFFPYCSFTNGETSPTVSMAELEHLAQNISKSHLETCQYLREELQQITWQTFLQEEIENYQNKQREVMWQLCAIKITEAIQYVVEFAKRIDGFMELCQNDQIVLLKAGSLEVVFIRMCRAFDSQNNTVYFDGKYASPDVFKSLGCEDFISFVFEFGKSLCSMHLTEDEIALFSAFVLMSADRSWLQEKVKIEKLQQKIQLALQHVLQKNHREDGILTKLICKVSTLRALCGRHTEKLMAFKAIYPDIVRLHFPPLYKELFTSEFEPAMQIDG
# 5-HT1A blocker – antagonists of human 5-HT1a serotonin receptor; P08908; CHO 5-HT1a Ga15 NFAT-bla reporter, antagonist mode; inhibition, % at 10 µM; actives 0.68% (n = 62,000); AID 612;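 active = inhibition above the mean of all tested compounds plus 3 SD, cut at about 43% in these data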;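 also: receptor stimulated by 5-CT agonist at 100 nM near EC80; beta-lactamase reporter measured by ratiometric fluorescence of a cleavable substrate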
# HTR1E agonist – agonists of human 5-HT1E serotonin receptor; actives 0.69% (n = 65,000); activation, % at 6 µM; P28566; CHO 5-HT1E Ga15 NFAT-bla reporter, FRET; 0% DMSO wells, 100% control agonist wells; AID 574;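 active = activation above a set limit, the screen-wide mean activation plus 3 SD, cut at about 8.5% in these data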;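 also: 100% = positive control agonist at 1 µM giving full maximal response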
# NADH coupling – inhibitors of enzymes used to reach an NAD/NADH endpoint; coupled PK/LDH NADH assays, four targets; IC50, µM (titrated, usually from 10 µM), inactives show at the top dose inhibition; actives 0.02% (n = 65,000);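 active = single-dose screening hits from any of four coupled enzyme assays that gave an IC50 when retested across doses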;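 also: the DPM-DC format reads NADH fluorescence rather than 340 nm absorbance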
# MMP13 inh – blocks human MMP13 activity. inhibition, % at 4 µM. MMP-13 fTHP FRET cleavage, Mca fluorescence. AID 570. actives 0.07% (n = 65,000). P45452;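 active = inhibition above the mean of compound-free control plate wells plus 3 SD, cut at about 14% in these data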;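 also: 0% = DMSO wells and 100% = wells with reference MMP-13 inhibitor after basal subtraction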
# SF-1 act – activators of human nuclear receptor SF-1. activation, % at 10 µM. actives 1.9% (n = 65,000). AID 522. CHO-K1 Gal4-SF-1 LBD luciferase reporter; % increase over DMSO SF-1-specific signal;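 active = activation above the mean activation of all tested compounds plus 3 SD, cut at about 50% in these data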
#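 Test system: CHO-K1 cells with Gal4–hSF-1 LBD chimera plus Gal4-driven luciferase; Input: 4,000 cells/well; Compound: 10 µM only; Times: 20 h compound treatment, 37 °C; Measured by: steady-glow luciferase luminescence, read after 15 min reagent incubation; Measure: percent activation versus DMSO; Control set: DMSO and mock-transfected background; Replicates: one test per compound.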
# An asterisk follows results filed as active; · = not tested or not shown; [ ] = remark or other dose. Rows were taken by chance; about 7.2% have a hit in one of these screens.
SMILES,Ecoli tolC,HTR1A agonist,HTR1E antagonist,RORA act,5-HT1A blocker,HTR1E agonist,NADH coupling,MMP13 inh,SF-1 act
O=C(c1cc(-c2ccccc2)on1)N1CCCC1,-2,-1.3,1,25,-10,1.1,10%,-2,57*
COc1ccc(C2=CC(=O)OC3(CCCCC3)O2)cc1,24,14,-5,-17,-24,-0.1,3%,0,-1
COC(=O)c1cn(NC(=O)c2cnccn2)c(=O)c2ccccc12,99*,-0.8,-5,-15,-4,-1.0,0%,7,-9
COc1ccc(CNC(=O)CN(C(=O)c2cc3sccc3n2C)C2CCCC2)cc1,-13,0.4,-12,-17,13,0.1,6%,0,-2
CC(=O)NC12CC3CC(C1)CC(C(=O)Nc1nccs1)(C3)C2,-7,-0.5,-14,19,-11,-0.3,4%,-8,5
CC1CCN(C(=O)c2ccc3c(c2)OCCO3)CC1,-1,-6.0,-11,4,-1,-0.1,0%,4,43
Cc1cc(SCC(=O)OCC(=O)N2CCN(C(=O)c3ccco3)CC2)c(C)cc1Br,25,-1.6,-8,-7,4,-1.0,8%,10,-8
CCCCNC(=O)CCCn1c(=O)[nH]c2ccc(Br)cc2c1=O,-12,-2.3,4,1,-4,-0.3,4%,1,-8
CCC(c1nnnn1C1CCCC1)N(Cc1cccs1)Cc1cc2cc(C)ccc2[nH]c1=O (centres undefined),17,2.8,1,-1,-5,-0.1,5%,-2,14
Nc1nc(SCC(=O)C23CC4CC(CC(C4)C2)C3)n[nH]1,2,-1.1,-5,4,1,1.5,4%,2,11
COc1ccc(S(=O)(=O)NCCC(=O)NCc2cccs2)cc1,1,-3.5,10,-28,3,-1.0,3%,3,-1
Nc1nc(Nc2cccc(C(F)(F)F)c2)nc(C(F)(F)F)n1,60,-1.3,3,13,-30,4.4,1%,-10,-1
CCn1c(SCC(=O)Nc2cc(C)on2)nc2sc3c(c2c1=O)CCCC3,8,3.1,3,-11,19,4.3,2%,0,-40
CCCCCCNc1c(C(=O)OCC)c(=O)[nH]c2ccccc12,-6,-0.7,9,-12,15,-0.3,4%,1,-3
COC(=O)c1cc(Br)c(=O)n(CCc2ccc(F)cc2)c1,3,-0.7,-12,-23,·,0.6,1%,-2,-15
CCC1(C(=O)OC)NC(c2ccco2)C2C(=O)N(c3ccccc3)C(=O)C21 (centres undefined),-18,-0.7,9,4,-2,-1.0,10%,-11,3
Cc1ccc2[nH]c(=O)c(CN(Cc3ccccc3Cl)C(=O)N3CCOCC3)cc2c1,16,-2.4,-10,23,-17,1.4,9%,-6,4
Cn1nc(C(=O)Nc2c(-c3ccccc3)nc3sccn23)c2ccccc2c1=O,-2,1.0,-2,-4,4,-0.5,6%,3,-10
Cc1ccc(N2C(=O)c3n[nH]c(C)c3C2c2ccco2)cc1 (centres undefined),·,-2.4,9,67*,11,-0.9,7%,-3,41
Cc1c(C(=O)N2CCOCC2)[nH]c2c1C(=O)CC(c1ccccc1Cl)C2 (centres undefined),25,-0.6,10,45,20,40*,5%,4,67*
CCN(CC)CCCNC(=O)c1sc2nc(-c3ccc(F)cc3)cn2c1C,-6,0.1,-6,23,-2,0.4,6%,2,-2
O=C(COC(=O)c1ccc(S(=O)(=O)Nc2ccccc2)cc1)NCCN1C(=O)CSC1=O,-2,-0.6,5,-11,-11,-1.1,3%,-11,12
O=C(CSc1nnnn1-c1ccccc1)Nc1ccc(Cl)cc1,11,-2.4,-5,4,4,-0.4,2%,1,-4
COC(=O)CC1C(=O)NCCN1C(=O)NC1CCCCC1 (centres undefined),-23,-2.2,-11,8,-8,-0.2,2%,0,-11
COc1cc(CO)cc(Br)c1OCC(=O)N1CCCCC1,-10,-0.9,7,-26,-5,-0.3,5%,4,-5
SMILES,Ecoli tolC,HTR1A agonist,HTR1E antagonist,RORA act,5-HT1A blocker,HTR1E agonist,NADH coupling,MMP13 inh,SF-1 act
O=C(COC(=O)c1cc(S(=O)(=O)N2CCCCC2)ccc1N1CCOCC1)NC1CCCCC1,13,1.2,10,7,9,0.2,4%,-10,0
Cc1ccc2c(c1)C1OCCC1C1N2C(=O)C2C(C(=O)O)C3C=CC21O3 (centres undefined),-17,21*,-1,-8,6,0.3,10%,-3,-10
NC(=O)c1c(NC(=O)CN2CCOCC2)sc2c1CCC2,-8,-0.9,1,-2,2,1.0,5%,-2,-9
CCCCc1c(O)nc(N2CCN(Cc3ccccc3)CC2)[nH]c1=O,-5,-3.2,-9,23,-106,1.2,4%,3,0
CCCCS(=O)(=O)/C=C\C1C2C=CC(C2)C1S(=O)(=O)CCCC (centres undefined),-13,-2.1,6,3,2,-0.4,4%,2,-8
CCC(C)Oc1ccccc1C1CC(=O)NC2=C1C(=O)CCC2 (centres undefined),-1,-0.5,6,-7,11,-0.5,5%,-2,-5
Cc1ccc(P(=O)(OCCN2CCOCC2)C(C)(C)C)o1 (centres undefined),-6,-7.1,-12,11,-3,-0.1,7%,4,6
CCCCc1ccc(Nc2ncnc3nc[nH]c23)cc1,39,-2.8,-11,17,-36,0.3,6%,-1,35
O=C1C(C=NCc2ccccn2)=C(O)c2ccccc21,-13,-3.7,-12,47,-1,-1.5,10%,1,55*
Cc1[nH]n(-c2ccccc2)c(=O)c1-c1ccccc1,-5,-3.4,4,-14,9,-0.8,2%,0,-2
O=C(NCCOc1ccccc1)c1ccc2c(c1)OCO2,0,0.5,5,-63,-2,-0.6,3%,3,-59
C=CCOn1c(=O)c(C)[n+]([O-])c2ccccc21,-12,-1.3,-2,0,-10,0.2,8%,0,0
Cn1nnnc1SCC(=O)Nc1ccccc1N1CCOCC1,0,-0.1,-12,16,-15,-0.1,5%,0,-14
CCN(CC(=O)NC1CCS(=O)(=O)C1)C(=O)C(c1ccccc1)c1ccccc1 (centres undefined),-11,-3.3,-3,2,-11,-0.5,3%,-1,-4
O=C(NCc1ccco1)c1cc2ccccc2c(=O)o1,-20,-1.6,-5,3,0,-1.1,6%,0,-12
O=C(Nc1ccc(Oc2ccc(S(=O)(=O)N3CCOCC3)cn2)cc1)c1ccco1,1,-0.6,-1,-8,-2,-1.1,4%,-9,-14
CN(C)c1nc2c(c(=O)n(C)c(=O)n2C)n1CC(=O)c1cccs1,-10,1.0,-1,-7,-4,0.5,2%,6,6
OCCn1c(CSc2nnc(-c3ccco3)n2-c2ccccc2)nc2ccc(Cl)cc21,-4,-1.1,19,1,-9,0.1,4%,-4,4
CCCn1c(=O)c2ccccc2n2c(SCC(=O)c3cc(C)n(CCOC)c3C)nnc12,-10,0.2,-4,-7,2,-0.5,5%,-3,-4
CC(C)n1ncc(C(N)=O)c1N,-27,1.9,-10,15,-7,0.0,5%,-1,9
C(=N\c1c(-c2ccccc2)nc2n1CCS2)/c1ccccc1,0,-2.3,-2,-8,-5,-0.1,3%,4,6
Cc1cc(NC(=O)CSc2nc(-c3ccccc3)c(C#N)c(=O)[nH]2)no1,2,7.9,-9,-18,-12,-0.7,2%,4,-7
Cc1nnc(NC(=O)CSc2nnnn2Cc2ccccc2)s1,0,-0.3,2,-10,-11,-0.3,3%,1,-6
COc1ccc(N2C(=O)CN=C2Nc2cccc(C)c2C)cc1OC,-7,-0.9,0,11,-10,0.7,4%,1,0
C/C=C/Cn1c(SCc2ccc(C)cc2)nc2c1c(=O)[nH]c(=O)n2C,-19,0.4,30*,0,-1,1.6,6%,6,-2

# In the list so far, these have fluorine.
SMILES,Ecoli tolC,HTR1A agonist,HTR1E antagonist,RORA act,5-HT1A blocker,HTR1E agonist,NADH coupling,MMP13 inh,SF-1 act
Nc1nc(Nc2cccc(C(F)(F)F)c2)nc(C(F)(F)F)n1,60,-1.3,3,13,-30,4.4,1%,-10,-1
COC(=O)c1cc(Br)c(=O)n(CCc2ccc(F)cc2)c1,3,-0.7,-12,-23,·,0.6,1%,-2,-15
CCN(CC)CCCNC(=O)c1sc2nc(-c3ccc(F)cc3)cn2c1C,-6,0.1,-6,23,-2,0.4,6%,2,-2

# Remaining list, next part.
SMILES,Ecoli tolC,HTR1A agonist,HTR1E antagonist,RORA act,5-HT1A blocker,HTR1E agonist,NADH coupling,MMP13 inh,SF-1 act
CCn1c(CSc2nnc(-c3ccoc3C)n2C)nc2cc(S(=O)(=O)N(C)C)ccc21,-4,4.3,12,22,7,-0.1,4%,3,-13
COc1ccccc1-c1nnc(SCc2nc3ccccc3[nH]2)n1C,7,-0.9,-2,-6,11,-1.1,5%,3,-3
Cc1ccccc1N1CCN(C(=O)CN2C(=O)c3ccccc3C2=O)CC1,28,0.0,0,22,8,6.9,0%,-5,26
Cc1c(C(=O)NCCc2ccccc2)oc2ccc(S(=O)(=O)N3CCOCC3)cc12,11,0.5,0,7,-4,-0.1,5%,-1,-4
Cc1cc2n(n1)C(c1ccc(N(C)C)cc1)Nc1ccccc1-2 (centres undefined),-3,13,0,13,0,0.7,3%[fluoresces],-233[fluorescence artefact?],75*
C=CCNc1ncnc2ccccc12,1,-5.4,0,0,-2,-0.2,6%,4,-11
CCCCNC(=O)CC1N=C2c3ccccc3N=C(SCC(=O)Nc3ccccc3OC)N2C1=O (centres undefined),16,-0.3,1,14,-29,-0.1,6%,-2,-8
Cc1cc(-c2ccco2)n(CC(=O)O)n1,-17,-2.2,1,-1,4,0.5,3%,-2,19
O=C(O)c1cccc(COc2ccccc2Cl)c1,22,-0.3,-4,-92,-15,-0.5,8%,1,-94
CCC(C)NC(=O)C1(C)CCC(=O)N1CCc1ccc(OC)c(OC)c1 (centres undefined),-11,-1.3,-4,4,-3,-1.1,4%,6,3
CCn1c(COc2ccc(OC)cc2)nnc1SCC(=O)Nc1cc(OC)ccc1OC,9,-3.2,-4,-13,-7,0.3,6%,0,-14
O=c1[nH]c(CN2CCCCC2)nc2c1C1(CCCC1)Cc1ccccc1-2,12,3.7,-17,-14,·,0.4,2%,-1,-9
COc1cccc(C(=O)CSc2nnc(CNS(C)(=O)=O)n2-c2ccc(C)cc2)c1,-1,-3.2,-6,1,0,0.3,7%,2,-11
O=C(CSCCO)N1CCc2ccccc21,-12,-1.4,-2,-8,-4,0.5,12%,1,-6
CC(=O)Nc1ccc(C(=O)Nc2ccc(S(=O)(=O)N3CCCC3)cc2)cc1,-1,-4.4,-8,25,5,0.2,6%,4,-11
CC1CCCN(C(c2ccccc2)c2sc3ncnn3c2O)C1 (centres undefined),-9,-2.0,-4,2,3,0.1,4%,2,-2
N#CC1=C(N)SC(N)=C(C#N)C1CCc1ccccc1,16,-2.1,-9,-18,-10,0.3,8%,-3,-21
O=C(NC1CCCCCC1)c1cccs1,-1,-2.4,-10,24,8,-0.9,1%,4,-2
OC(C#CCN1CCCC1)c1ccccc1 (centres undefined),4,-1.7,-8,-8,-6,-1.0,2%,3,-13
COc1ccc(-n2c(Cc3cccn3C)nnc2SCC(=O)Nc2cccc(OC)c2)cc1,20,0.8,6,5,7,-0.8,7%,8,10
COCCN(C(=O)CCC(=O)Nc1ccccn1)C(C(=O)NCCC(C)C)c1ccc(OC)cc1 (centres undefined),·,0.8,-8,15,-23,1.4,11%,2,32
O=C(O)CCC(=O)Nc1ccc(-c2nnc(-c3ccco3)o2)cc1,-15,-4.7,-2,26,6,-0.1,3%[fluoresces],-202[fluorescence artefact?],22
O=C(c1cccs1)N1CCCc2ccccc21,-5,-1.4,1,6,14,-0.5,5%,2,6
